From PubChem
TGFb inhibitor: TGF-b pathway inhibition; HepG2 CAGA-GFP TGF-b/SMAD3 reporter, GFP fluorescence, 18 h; TGF-beta stimulated, 500 pg/mL final; Potency, µM (series often up to 46.1 µM), for the others: at the top dose activity, negative = inhibition, actives largely listed as inhibitors; hit rate 1.2% among 410,000; AID 588855; note: potency is the fitted concentration of half-maximal effect; % is set by controls: 0 for no effect and ±100 for the full control effect; nearly all actives have a fitted effect of over 65% in size
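HEPG2 CAGA-GFP, 1000 cells/well; 2 h settle, 37 C; cpd via pin tool; TGF-b 500 pg/mL final; 18 h, 37 C; GFP imaging ex488/em500-530; %Activity normalised to -TGF-b and +DMSO controls; CRC fit, curve class.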
pAkt inh: Akt phosphorylation inhibition; hit rate 0.32% among 360,000; AID 651550; activity change, % for hits at 50 µM; Neuro2A IGF-stimulated pAkt S473 HTRF, 20 min; active compounds read low; in the data active = activity change below about -80%; inconclusive = mostly about -51% to -80%; note: % is set by controls: 0 for no effect and ±100 for the full control effect
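Neuro2A cells in DMEM with 0.5% FBS, overnight at 37 deg C, given compound at single 50 µM final, then IGF (6 nM final) for 20 min at 37 deg C. Lysed; phospho-Akt Ser473 by HTRF after 24 h, 665/615 ratio.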
CCT modulator: changes cytosolic chaperonin activity; purified chaperonin ATPase assay, HTRF ADP detection, 30 min; hit rate 0.3% among 360,000; AID 651819; activity change, % (concentration not given with the values), hits read low; in the data active = activity change below about -30%; note: % is set by controls: 0 for no effect and ±100 for the full control effect
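Nucleotide hydrolysis assay: TRiC at 20–40 nM final (set by batch activity) with 10 uM ATP, 30 min at 37 °C, in presence of 76 uM compound. Detection by competitive ADP HTRF, 30 min ambient.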
A549 viability: kills or reduces viability of A549 cells in Nrf2 counter-screen | A549 ARE-Fluc cells, CellTiter-Fluor viability, 18-24 h | Potency, µM (titrated, usually from 46 µM), for the others: top-dose activity change, negative = cytotoxicity, actives largely listed as inhibitors | hit rate 0.16% among 390,000; note: potency is the fitted concentration of half-maximal effect; % is set by controls: 0 for no effect and ±100 for the full control effect
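Cytotoxicity counterscreen: CellTiter-Fluor fluorescence was measured in A549 ARE_Fluc cells after 18-24 h of compound exposure in a concentration series. The subsequent BugLite luminescent read reports ARE-luciferase activity.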
HepG2 tox: HepG2 cytotoxicity, counter-screen for TGF-b inhibitors; HepG2 CAGA-GFP viability, ATP luminescence, 18 h; Potency, µM (highest dose often 46.1 µM), without a hit: at the top dose activity change, negative = cytotoxicity, usual class: cytotoxic; hit rate 0.76% among 410,000; AID 588856; note: potency is the fitted concentration of half-maximal effect; some results filed as inactive show a strong effect at the top dose
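HepG2 CAGA-GFP cells (1000/well, DMEM with 1% FBS) received compound, then TGF-beta at 500 pg/mL final, and were incubated 18 hours at 37 degrees C. Viability was read by CellTiter-Glo luminescence. Media-only wells were set as complete cell-killing and DMSO as no toxicity.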
Nrf2 activator: activators of Nrf2 (ARE) signaling; AREc32 ARE-luciferase reporter (MCF7-derived line), luminescence, 24 h; Potency, µM (top dose mostly 46.1 µM), for inactives: top-dose activation, usual class: activators; hit rate 0.31% among 410,000; note: potency is the fitted concentration of half-maximal effect; % of control where 0% means no effect; nearly all actives have a fitted effect of over 65% in size
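For detection, Steady-Glo was added and plates sat 30 min at RT; before that, AREc32_Fluc cells grown overnight in OPTI-MEM/5% FBS had been treated with 23 nL compound for 24 hr at 37 deg C.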
Abeta rescue: compounds reversing amyloid beta toxicity in yeast; Potency, µM (series often up to 46.1 µM), for the others: at the highest dose growth rescue, actives largely listed as activators; hit rate 0.063% among 410,000; yeast expressing A-beta42, growth rescue, OD600, 48 h; response scale: 0% DMSO, 100% iron-clioquinol control; AID 1347071; note: potency is the fitted concentration of half-maximal effect; nearly all actives have a fitted effect of over 55% in size
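Yeast A-beta toxicity model in growth medium with pinned compounds, 48 h at 30 C; growth read as absorbance at 600 nm. Normalized to FeCl3/clioquinol equimolar mix (positive) and DMSO (negative).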
Nrf2 block: inhibitors of Nrf2 signaling. Potency, µM (top dose mostly 46 µM), for inactives: at the highest dose activity change, negative = inhibition, hits mostly inhibitors. A549 ARE-Fluc reporter, luciferase luminescence, 18-24 h. hit rate 2.1% among 360,000. AID 504444; note: potency is the fitted concentration of half-maximal effect; % is set by controls: 0 for no effect and ±100 for the full control effect; nearly all actives have a fitted effect of over 60% in size
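Two sequential reads on A549 ARE_Fluc cells exposed to compound for 18-24 h: a CellTiter-Fluor fluorescence read for viability, then a luciferase luminescence read for Nrf2/ARE activity.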
MmCpn inh: blocks the Methanococcus maripaludis chaperonin Mm-Cpn. purified Mm-Cpn ATPase, ADP Transcreener TR-FRET. Potency, µM (series often up to 76.9 µM), without a hit: at the highest dose activity, negative = inhibition, most hits filed as inhibitors. hit rate 0.031% among 330,000. AID 504842; note: potency is the fitted concentration of half-maximal effect; % is set by controls: 0 for no effect and ±100 for the full control effect; nearly all actives have a fitted effect of over 80% in size
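Measured: ADP formation by purified Mm-CPN. Conditions: 25 nM protein, 10 uM ATP, Tris pH 7.4 with Mg2+, K+ and DTT, 37°C for 30 min. Detection: Transcreener HTRF after 30 min at room temperature.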
* hit, by the source's call; i = inactive; ? = inconclusive; nt = no result given; [ ] = dose if it differs, or a comment. Unless noted, calls come from the whole dose curve; as a rule, active = well fitted curve in the direction sought with a large enough effect; inconclusive = small, poorly fitted or top-dose-only effect, or another doubt; inactive = no such curve, though single readings can be large; an effect the other way counts as inactive or inconclusive. Compounds as they come, and some 4.3% of all compounds hit somewhere here.

SMILES | TGFb inhibitor | pAkt inh | CCT modulator | A549 viability | HepG2 tox | Nrf2 activator | Abeta rescue | Nrf2 block | MmCpn inh
Cc1ccc(S(=O)(=O)N2CCC(=O)N(C(CO)Cc3ccccc3)CC2)cc1 (centres undefined) | -20.5% | i | -0.1 | -1.7% | -6.3% | 0.4% | 1.5% | -15.3% | -1.6%
COc1ccc(CCNC(=O)CSc2cn(CCNC(=O)c3c(F)cccc3F)c3ccccc23)cc1OC | -0.5% | nt | nt | -10.8% | -12.1% | 5.4% | 1.7% | ? | nt
CCOc1ccc(CCNC(=O)Cn2cccc2C(=O)c2ccccc2)cc1OCC | -2.4% | i | -1.3 | -0.4% | 7.5% | 0.1% | -2.6% | -21.8% | 0.8%
O=C(NCCc1nc2ccccc2[nH]1)Nc1ccccc1 | -7.1% | nt | 0.6 | -3.6% | 8.1% | 0.1% | 13.3% | nt | 1.5%
CCOc1ccc(NC(=O)COc2ccc(C(=O)NCc3cccc(OC)c3)cc2OC)cc1 | ? | i | 0.1 | 9.3% | -35.5% | -0.3% | 5.2% | -13.6% | -6.4%
CCOC(=O)CSc1nc2ccccc2c(=O)n1CC | 3.7% | i | -1.3 | -4.1% | 4.1% | 4.7% | -0.6% | 10.9% | 1.3%
CN(C)S(=O)(=O)N1CCC(CCCC2CCN(S(=O)(=O)N(C)C)CC2)CC1 | 4.9% | nt | 1.2 | -10.8% | 4.6% | -0.4% | 0.8% | ? | nt
CCN1C(c2ccccc2)=C(c2ccccc2)S/C1=C\C=C1/SC(=S)N(C)C1=O | -9.5% | nt | 1.7 | ? | -10.8% | -0.7% | -58.2%[inhibitor] | ? | nt
Cc1ccc(C2=CC(=O)C[C@H](c3ccc4c(c3)OCO4)C2)cc1 | -2.9% | i | 1.2 | 0.8% | -17.5% | 4.3% | 22.3% | 2.6% | -2.1%
CN(C)S(=O)(=O)N1CCC(Oc2cccc(C(=O)N3CCCCCCC3)c2)CC1 | -17.7% | i | 0.5 | -13.4% | -7.9% | 0.5% | ? | ? | 1.2%
O=C1C(=O)N(C2CCN(C(=O)c3cccc(Cl)c3)CC2)CCN1Cc1ccc(F)cc1 | -23.0% | nt | nt | 18.6% | -23.4% | 0.6% | -6.7% | ? | nt
COc1ccc(C(=O)N2CCOCC2)cc1S(=O)(=O)N1CCCc2ccccc21 | -13.1% | i | 0.5 | -0.7% | -0.5% | -0.1% | 2.9% | -20.7% | -0.6%
CCn1c(SCC(=O)NCc2ccccc2)nc2c(c1=O)SC(C)C2 (centres undefined) | -21.5% | i | -0.3 | 0.2% | -28.9% | -0.4% | -5.1% | -6.2% | -0.8%
CCc1ccccc1Nc1nn2c(=O)c3ccc(C(=O)NCCC4=CCCCC4)cc3nc2s1 | 2.4% | nt | nt | 6.6% | -23.6% | -0.6% | -9.4% | ? | nt
CCN(CC)C(=O)c1sc(NC(=O)c2ccc3c(c2)OCO3)c(C#N)c1C | 3.8% | i | 1.7 | 1.1% | -15.7% | 0.4% | -3.7% | -16.3% | 2.5%
O=C(C1CN(C(=O)c2cc3cc(Cl)ccc3o2)c2ccccc2O1)N1CCCCC1 (centres undefined) | ? | i | -1.1 | -5.3% | -4.4% | -0.2% | -50.7%[inhibitor] | ? | 2.1%
Cc1cc(C)c2c(=O)cc(C(=O)Nc3ccccc3C(F)(F)F)oc2c1 | -4.1% | nt | nt | -0.6% | 0.2% | 23.0% | -4.1% | -9.5% | nt
CC(Oc1ccc2c(-c3ccccc3)cc(=O)oc2c1)C(=O)N1CCC[C@@H]1C(N)=O (some centres undefined) | 7.0% | i | -3.0 | 4.6% | -0.6% | 1.0% | -16.5% | 1.6% | 0.0%
O=C(C1CCCCN1S(=O)(=O)c1ccccc1)N1CCN(C(c2ccccc2)c2ccccc2)CC1 (centres undefined) | -10.7% | i | -5.0 | 16.7% | -10.9% | -0.9% | 1.0% | -9.3% | -5.3%
Cn1c(SCC(=O)Nc2ccc3cn[nH]c3c2)nnc1-c1cnccn1 | -2.4% | -97.3%* | -2.7 | 2.0% | 21.6% | 6.1% | -10.1% | -9.6% | 1.0%
O=C(Nc1cccc(S(=O)(=O)Nc2ccccc2Cl)c1)c1ccc(N2CCCC2)c([N+](=O)[O-])c1 | -1.5% | i | -0.7 | -11.5% | -0.5% | 0.4% | 23.2% | ? | 0.7%
COc1cc(C(=O)N[C@@H](C)C(=O)NCc2ccco2)cc(OC)c1OC | -0.9% | i | -0.2 | 0.9% | 13.8% | 0.5% | -15.2% | -5.4% | 2.3%
COc1cccc(CN2CCN(Cc3ccon3)CC2CCO)c1 (centres undefined) | -1.5% | i | -1.0 | 0.6% | -1.2% | -1.0% | -16.3% | -4.6% | 1.8%
COC(=O)c1cccc(Oc2cccc(C(F)(F)F)c2)n1 | -2.0% | i | 0.7 | 10.8% | -2.6% | -0.3% | -4.8% | -25.3% | -0.7%
C/C(=N\NC(=O)COc1ccc(C(C)(C)C)cc1)c1ccc(N2CCOCC2)cc1 | 14.4% | i | 0.7 | -4.3% | 11.8% | 0.6% | -7.3% | -20.6% | -3.6%
COc1ccc(OC)c(NC(=O)Cn2ccc3ccccc3c2=O)c1 | 3.2% | nt | nt | 0.2% | -9.2% | -0.6% | -9.1% | -17.9% | nt
COc1ccccc1N1CCN(C(=O)C2CCCN(c3ncnc4c3nc3n4CCCCC3)C2)CC1 (centres undefined) | -25.9% | i | 0.0 | -1.8% | -17.6% | -0.3% | -19.3% | ? | 0.4%
O=C(O)c1ccc(O)c(O)c1 | -7.0% | i | -1.2 | 1.7% | 0.6% | 0.6% | -19.6% | 0.7% | 2.5%
Cc1cc(NC(=O)c2cccs2)cc(-c2nc3cc(Cl)ccc3o2)c1O | 17.7% | nt | nt | 7.0% | -3.4% | 0.7% | -27.6% | 8.6% | nt
S=C(NCc1ccc(Cl)cc1Cl)NC1CCCCC1 | -15.5% | i | 0.0 | 1.3% | -4.5% | 4.3% | -94.2%[inhibitor] | -77.6% | -0.4%
CC(NC(=S)Nc1ccccc1)C1COc2ccccc2O1 (centres undefined) | 0.0% | i | 2.4 | 0.9% | 5.5% | -0.3% | ? | -16.5% | -9.0%
C=C(C)CSC1=C(C#N)C(c2ccccc2)CC(=O)N1 (centres undefined) | -0.2% | i | -5.4 | -4.9%[1.84 µM] | 5.8% | -0.9% | 3.1% | -13.1% | nt
Cc1cccc(-c2noc(CCCC(=O)Nc3cccnc3)n2)c1 | ? | i | -1.9 | -3.9% | -31.4% | -1.3% | -21.8% | ? | 0.2%
COC(=O)c1cc(NC(=O)CC2C(=O)NCCN2C(=O)c2ccc(F)cc2)cc(C(=O)OC)c1 (centres undefined) | 25.3% | i | 0.1 | -3.6% | -3.3% | -0.4% | 13.1% | -16.0% | 1.3%
C/C(N)=C(/C#N)C(=O)CSc1ncnc2ccccc12 | 2.6% | i | -14.5 | -8.8% | -10.3% | 9.7% | 9.4% | -25.0% | 0.2%
O=C(NCCCN1CCOCC1)c1ccc(S(=O)(=O)Nc2ccccc2F)cc1 | -1.4% | i | -4.7 | 0.8% | -2.2% | 0.0% | -16.6% | 7.0% | -2.6%
CN(c1ccccc1)S(=O)(=O)c1cccc(NC(=O)c2nn(C)c(=O)c3ccccc23)c1 | -27.5% | i | -1.6 | -2.0% | -22.5% | 2.0% | -5.7% | 23.1µM* | -6.8%
COc1cc(C(=S)N2CCOCC2)ccc1OS(=O)(=O)c1ccc(NC(C)=O)cc1 | ? | i | 0.1 | -2.9% | -0.1% | 0.1% | -6.4% | ? | 0.3%
O=C(O)c1cccc(N=NN2CCCCCC2)c1 | 5.2% | i | -2.1 | 0.0% | -0.7% | -2.9% | 7.6% | ? | -2.0%
COc1ccc(/C=C2/C(=O)OCc3cc(OC)c(OC)cc32)c(OC)c1 | -7.0% | i | 0.8 | 1.6% | 2.4% | 21.2% | -4.4% | ? | 1.0%
Cc1ccc(S(=O)(=O)NCC(=O)OCC(=O)N2CCN(C(=O)c3ccco3)CC2)cc1C | 0.0% | i | -3.4 | -3.0% | -0.1% | -0.3% | 13.2% | 13.6% | 0.4%
O=C(Nc1ccc(NC(=O)c2cccc([N+](=O)[O-])c2)cc1)c1cccc([N+](=O)[O-])c1 | 2.0% | i | -1.1 | 14.3% | 6.5% | ? | -19.2% | 2.3% | 0.3%
O=C(COC(=O)CNS(=O)(=O)c1ccc2ccccc2c1)Nc1ccc2c(c1)OCO2 | -7.1% | i | 0.2 | -1.9% | 0.4% | -0.7% | -2.8% | 7.7% | 0.1%
CC1(Cc2ccccc2F)C(=O)Nc2c(Cl)ccc(Cl)c21 (centres undefined) | ? | i | -1.8 | nt | -12.2% | 2.8% | 9.0% | nt | nt
O=C(CN(C(=O)CCC(=O)Nc1nccs1)c1ccc(F)cc1)NCc1ccco1 | 0.0% | i | -0.5 | -5.2% | 1.9% | 0.3% | 17.3% | 13.2% | 1.2%
CC(=O)Nc1ccc(OCC(=O)NC(C)c2ccc(F)cc2)cc1 (centres undefined) | 4.3% | i | 0.7 | -1.0% | 3.3% | -0.1% | 2.4% | -8.3% | 1.7%
